# Screening data deposited in PubChem BioAssay by National Center for Advancing Translational Sciences (NCATS).
# Epigenetic reg = derepresses silenced GFP reporter in murine cells | murine LDR cells, GFP reporter derepression, 30 h | Potency, µM (series often up to 53.9 µM), without a hit: at the highest dose GFP activation, hits mostly activators | 0.2% of 280,000 active | AID 1865; further: potency means the concentration at half of the fitted maximal effect; % of control where 0% means no effect; nearly all actives have a fitted effect of over 60% in size
#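 GFP-positive cell count by laser-scanning cytometry (objects 20–120 um) after 30 h, 37 C compound exposure of murine LDR cells; reporter is CMV-GFP integrated at a silenced locus, inducible by HDAC or DNMT inhibitors.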
# IMPase Li inh = IMPase inhibition in cells with lithium potentiation; CHO-M1 cells, IP1 TR-FRET (IP-One), carbachol + lithium; Potency, µM (top dose mostly 59.4 µM), inactives show at the highest dose activity, negative = IMPase inhibition, usual class: inhibitors; 0.35% of 210,000 active; AID 1457;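 further: IP1 builds up when IMPase is blocked and the TR-FRET signal falls; potency means the concentration at half of the fitted maximal effect; plate controls were basal vehicle for no effect and high inhibitor control for full effect; nearly all actives have a fitted effect of over 50% in size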
#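 Concentration–response in CHO-M1 cells, lithium-potentiated; 30 min at 37C. IP1 detected by competitive TR-FRET after 10 min lysis at RT. Hill-fitted AC50.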
# HTT aggregate = reduces HttQ103-GFP aggregates in PC12 cells; PC12 HttQ103-GFP aggregates, Acumen cytometry, 40 h; AID 1688; 1.1% of 220,000 active; Potency, µM (top dose mostly 46.1 µM), for inactives: top-dose activity change, negative = inhibition, most hits filed as inhibitors; further: potency means the concentration at half of the fitted maximal effect; on the % scale 0 is the no-effect control and ±100 the full control effect; nearly all actives have a fitted effect of over 60% in size
#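 Quantitative HTS on tebufenozide-induced (100 nM) PC12 cells stably expressing polyQ103 Huntingtin exon 1–GFP. Reduction of bright GFP aggregates, detected by laser scanning cytometry after lysis, identified actives across the titration.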
# KinaseGlo FLuc = counter-screen: inhibitors of Kinase-Glo firefly luciferase; Potency, µM (doses to about 38.3 µM), without a hit: top-dose activity change, negative = inhibition, usual class: inhibitors; Kinase-Glo luciferase, ATP luminescence, 8 min; 0.28% of 200,000 active; AID 1379; Q27757; further: potency means the concentration at half of the fitted maximal effect; on the % scale 0 is the no-effect control and ±100 the full control effect; nearly all actives have a fitted effect of over 60% in size
#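 Compound is pinned into ATP-containing buffer (10 uM ATP, imidazole pH 7.2, 7 mM MgCl2). Kinase-Glo luciferase reagent is then added. Light output is recorded following an 8-min room-temperature incubation.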
# NPSR antagonist = neuropeptide S receptor (human) antagonism, cAMP | Q6W5P4 | CHO-NPSR cells, cAMP TR-FRET, antagonist mode | Potency, µM (titrated, usually from 38.3 µM), inactives show at the top dose activity change, negative = inhibition, most hits filed as inhibitors | 1% of 220,000 active | AID 1461; further: potency means the concentration at half of the fitted maximal effect; on the % scale 0 is the no-effect control and ±100 the full control effect; nearly all actives have a fitted effect of over 50% in size; many of its hits are not listed in these tables
# Target sequence (Q6W5P4 whole entry, looked up): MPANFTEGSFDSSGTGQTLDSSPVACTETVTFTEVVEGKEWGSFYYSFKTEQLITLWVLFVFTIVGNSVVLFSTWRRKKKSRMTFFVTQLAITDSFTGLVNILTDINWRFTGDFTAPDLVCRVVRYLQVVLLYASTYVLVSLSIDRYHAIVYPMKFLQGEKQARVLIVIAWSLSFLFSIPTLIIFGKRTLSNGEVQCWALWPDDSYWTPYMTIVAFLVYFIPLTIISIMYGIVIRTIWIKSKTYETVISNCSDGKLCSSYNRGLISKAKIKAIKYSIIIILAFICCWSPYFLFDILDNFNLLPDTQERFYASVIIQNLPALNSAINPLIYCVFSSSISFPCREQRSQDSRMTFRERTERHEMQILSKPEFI
# CBFb-RUNX1 inh = CBF-beta/RUNX1 interaction disruption | AlphaScreen CBFb-His/RUNX1-biotin binding, biochemical | Potency, µM (titrated, usually from 59.8 µM), for the others: at the highest dose activity, negative = inhibition, hits mostly inhibitors | 230,000 tested, under 10 active | AID 1477; further: % of control where 0% means no effect
# Target sequence (Q01196 whole entry, looked up): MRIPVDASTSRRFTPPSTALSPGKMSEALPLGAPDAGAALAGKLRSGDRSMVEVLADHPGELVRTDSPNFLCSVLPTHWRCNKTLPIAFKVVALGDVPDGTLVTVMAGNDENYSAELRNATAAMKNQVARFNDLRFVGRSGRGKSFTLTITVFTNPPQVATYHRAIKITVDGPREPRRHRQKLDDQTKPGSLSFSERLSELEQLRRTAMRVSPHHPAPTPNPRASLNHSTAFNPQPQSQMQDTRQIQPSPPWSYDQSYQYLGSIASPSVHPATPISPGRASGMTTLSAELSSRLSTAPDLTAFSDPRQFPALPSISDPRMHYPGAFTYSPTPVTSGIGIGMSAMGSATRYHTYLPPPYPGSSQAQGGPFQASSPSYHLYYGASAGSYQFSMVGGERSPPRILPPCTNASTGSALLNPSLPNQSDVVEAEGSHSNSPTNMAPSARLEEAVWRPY
# Target sequence (Q13951 whole entry, looked up): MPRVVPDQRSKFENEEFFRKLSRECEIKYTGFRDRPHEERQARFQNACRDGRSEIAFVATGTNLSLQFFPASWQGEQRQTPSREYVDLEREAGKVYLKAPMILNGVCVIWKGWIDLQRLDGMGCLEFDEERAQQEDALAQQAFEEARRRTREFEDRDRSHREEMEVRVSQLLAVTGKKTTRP
#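 Read-out: AlphaScreen. Format: His-CBF-beta with biotinylated RUNX1 (30 nM each) preincubated 20 min, compound 15 min, Ni-chelate plus streptavidin beads 90 min; room temperature throughout.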
# L3MBTL1 inh = blocks human L3MBTL1; Q9Y468; AlphaScreen L3MBTL1–H3K9me1 peptide binding; Potency, µM (doses to about 57.1 µM), without a hit: top-dose activity, negative = inhibition, actives largely listed as inhibitors; 0.66% of 230,000 active; AID 485360; further: potency means the concentration at half of the fitted maximal effect; on the % scale 0 is the no-effect control and ±100 the full control effect; nearly all actives have a fitted effect of over 60% in size
#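 AlphaScreen assay: L3MBTL1 (50 nM final) was preincubated 30 min at room temperature with biotinylated H3(1-15)K9me1 peptide (75 nM final), then 30 min with library compounds; streptavidin donor and nickel chelate acceptor beads (10 ug/mL final) added, 30 min dark.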
# Numbers without * were called inactive; ? = inconclusive; nt = no result given; [ ] = dose if it differs, or a comment. The call rests on the fitted dose curve; in most records, active means well fitted curve in the direction sought with a large enough effect; inconclusive means small, poorly fitted or top-dose-only effect, or another doubt; inactive means no such curve, though single readings can be large; an effect the other way counts as inactive or inconclusive. A portion of the library; rates above refer to the full screens.
# Value order: Epigenetic reg	IMPase Li inh	HTT aggregate	KinaseGlo FLuc	NPSR antagonist	CBFb-RUNX1 inh	L3MBTL1 inh
CN=C(Nc1ccc(Br)cc1)SC1CC(=O)N(c2ccc(OC)cc2)C1=O (configuration not stated)
 : 4.5%	0%	9%[9.22 µM]	0%	?	4%	2%
CN1CCN(C(=O)c2ccc3c(=O)n(-c4ccc(F)cc4)c(=S)[nH]c3c2)CC1
 : -1.3%	?	-24%	2%	-11%	-9%	9%
COc1cc(CNCCCCO)ccc1OCc1ccccc1F
 : -1.2%	5%	?	0%	23%	-4%	4%
COc1ccc(N2C(=O)C3C(c4ccc(OC)cc4O)NC(Cc4ccccc4)(C(=O)O)C3C2=O)cc1 (configuration not stated)
 : -1.2%	7%	-9%	0%	11%	12%	1%
Cn1c(Cc2cccc3ccccc23)nnc1SCC(=O)N1CCN(c2ccccc2)CC1
 : -0.8%	3%[38.3 µM]	-10%	-4%	-14%[46.1 µM]	-3%	-12%
CCN1/C(=C2\OC(=S)N(C)C2=O)Sc2ccccc21
 : 1.1%	11µM*	8%	-8%	-10%[46.1 µM]	-8%	-3%
CCn1c(SCC(=O)Nc2nc(C)cs2)nnc1C(NC(=O)c1ccccc1Cl)C(C)C (configuration not stated)
 : -2.1%	2%[38.3 µM]	8%	1%	-9%[46.1 µM]	4%	-12%[11.4 µM]
CCN1C(=O)CC(C(=O)Nc2ccc(F)cc2)SC1=Nc1ccc2c(c1)OCO2 (configuration not stated)
 : 0.0%	3%	?	-1%	-29%[46.1 µM]	3%	-7%
O=C(O)/C=C/C(=O)Nc1cccnc1
 : -1.6%	-4%	-11%	-1%	17%	14%	7%
Cc1[nH]c(=O)[nH]c(=O)c1N1CCOCC1
 : -2.7%	nt	-4%[9.22 µM]	nt	12%	10%	nt
NC(=O)c1cc2ccc(O)cc2oc1=Nc1ccccc1
 : 1.9%	-6%[38.3 µM]	7.1µM*	-3%	-8%[46.1 µM]	10%	-6%
COc1ccc2nc(SCC(=O)Nc3ccc(S(=O)(=O)Nc4nccc(C)n4)cc3)[nH]c2c1
 : 1.1%	-8%[38.3 µM]	14%	0%	-4%[46.1 µM]	8%	0%
CCN1C(=O)/C(=C/c2cccs2)N(C)C1=S
 : 0.1%	52%[activator][38.3 µM]	11%	-1%	4%[46.1 µM]	27%	nt
Cc1ccc(NC(=S)N(CCCN2CCOCC2)Cc2cccnc2)cc1C
 : -0.9%	-3%	26%	3%	-3%	12%	-10%
O=C1c2cccc3cccc(c23)C(=O)N1OS(=O)(=O)c1ccccc1
 : 0.4%	10%[38.3 µM]	?	-2%	-17%[46.1 µM]	4%	-5%
CN(C(=O)Nc1ccccc1)C1CCS(=O)(=O)C1 (configuration not stated)
 : 0.0%	4%	-4%	0%	5%[46.1 µM]	7%	6%
O=C(CNC(=O)COc1ccccc1)NCc1ccccc1F
 : -0.9%	nt	-5%	nt	17%[46.1 µM]	-3%	5%
Cc1c(NC(=O)c2cc3nc(-c4ccc(Cl)cc4)cc(C(F)(F)F)n3n2)c(=O)n(-c2ccccc2)n1C
 : -1.0%	10%	8%	-2%	-17%	6%	6%
C#CCOCCOCCOCCNc1nc(N2CCOCC2)nc(N2CCN(C(=O)[C@H](CCC(=O)O)n3cc(C(N)Cc4ccc(O)cc4)nn3)CC2)n1 (some centres not stated)
 : -2.0%	-6%	-4%[9.22 µM]	nt	-20%	6%	-4%
Cc1ccc(N(C(=O)Cc2cccs2)C(C(=O)NC2CCCCC2)c2ccccn2)cc1C (configuration not stated)
 : -2.0%	13%	-19%	-2%	-39%	-8%	7%
C=CCn1c(Cc2csc(N)n2)nnc1SCc1ccc(C(=O)OC)cc1
 : 0.0%	4%[38.3 µM]	1%	4%	-13%[46.1 µM]	-6%	nt
CCOc1ccc(OCC)c(NC(=O)C2COc3ccccc3O2)c1 (configuration not stated)
 : -2.1%	?	-6%	-2%	-25%[46.1 µM]	0%	5%
Cc1noc(C)c1CSc1nnc2scc(-c3ccc(Cl)cc3)n12
 : -0.7%	-2%[38.3 µM]	3%	-1%	-17%[46.1 µM]	8%	nt
Cc1c(NC(=O)C(C)OC(=O)CNC(=O)c2ccc(C(C)(C)C)cc2)c(=O)n(-c2ccccc2)n1C (configuration not stated)
 : -0.9%	-3%	-13%	1%	-9%[46.1 µM]	13%	0%
CCOc1ccc(C(Nc2ccc(C)cc2)P2(=O)OCCCO2)cc1 (configuration not stated)
 : -2.2%	-4%[38.3 µM]	-1%[9.22 µM]	1%	-11%[46.1 µM]	-4%	nt
CC(C)(C)C(=O)NNC(=O)COc1ccc2ccccc2c1Br
 : -1.2%	?	-13%	0%	-34%	-6%	-1%[11.4 µM]
CN(c1ccc(C(=O)Nc2ccc3c(c2)OCCO3)cc1)S(C)(=O)=O
 : -5.5%	29%[38.3 µM]	-25%	-12%	-8%[46.1 µM]	1%	nt
CCOC(=O)N1CCC(NC(=O)C(NC(=O)C2CCC(C)CC2)C(C)CC)CC1 (configuration not stated)
 : -6.1%	-3%[38.3 µM]	-2%[9.22 µM]	7%	-11%[46.1 µM]	2%	nt
COc1ccc(CCNC(=O)C2CCC(CNc3c(N4CCCC4)c(=O)c3=O)CC2)cc1OC (configuration not stated)
 : 2.2%	26%[38.3 µM]	16%	2%	-21%[46.1 µM]	1%	0%
CC(C)S(=O)(=O)c1csc(NC(=O)Nc2cccc([N+](=O)[O-])c2)c1Cl
 : 0.0%	nt	18%[9.22 µM]	nt	?	-13%	-11%
COc1ccccc1NC(=O)CCSc1nnnn1C
 : -0.9%	-6%[38.3 µM]	9%	-1%	-3%[46.1 µM]	-2%	3%
CCN1CCN(Cc2ccc(NC(=O)c3ccc(C)c(NC(=O)c4cccc5[nH]ccc45)c3)cc2C(F)(F)F)CC1
 : -1.6%	nt	2%[9.22 µM]	nt	-6%	16%	nt
CC(=O)c1c(C)[nH]c(C(=O)COc2cc(C)cc(C)c2)c1C
 : 0.0%	2%[38.3 µM]	-17%	-4%	-8%[46.1 µM]	-3%	-4%
COc1cc(/C=C/C(=O)Nc2ccc3[nH]c(=O)[nH]c3c2)cc(OC)c1OC
 : -0.3%	-2%	-15%	2%	-12%	-18%	-19%
O=C(COC(=O)C1CCN(S(=O)(=O)c2cc([N+](=O)[O-])ccc2Cl)CC1)Nc1ncc(Cl)cc1Cl
 : -3.2%	8%[38.3 µM]	0%	1%	-14%[46.1 µM]	-14%	-93%
C[C@H](CCC(=O)O)[C@H]1CC[C@H]2[C@@H]3[C@H](O)C[C@@H]4C[C@H](O)CC[C@]4(C)[C@H]3C[C@H](O)[C@]12C
 : nt	-10%	nt	nt	nt	22%[21.7 µM]	-1%
COc1cc(S(=O)(=O)N2CCN(C(=O)c3ccccc3F)CC2)c(OC)cc1NC(C)=O
 : 0.3%	3%[38.3 µM]	6%	0%	-9%[46.1 µM]	2%	46%[activator]
CC(COc1ccccc1)N1CCC(CO)(Cc2ccccc2)CC1 (configuration not stated)
 : -4.9%	14%	-5%	4%	3%	6%	-3%
CCn1cnc2sc(C(=O)Oc3ccc(Br)cc3)c(C)c2c1=O
 : 0.9%	-16%	0%	-3%	-8%	-3%	nt
Cc1cccn2c(=O)c(C=Nc3ccccc3)c(NCc3ccco3)nc12
 : 1.0%	nt	6%	nt	-11%[46.1 µM]	1%	-5%

# Printed as active in IMPase Li inh, among the entries above:
SMILES	Epigenetic reg	IMPase Li inh	HTT aggregate	NPSR antagonist	CBFb-RUNX1 inh	L3MBTL1 inh
CCN1/C(=C2\OC(=S)N(C)C2=O)Sc2ccccc21	1.1%	11µM*	8%	-10%[46.1 µM]	-8%	-3%

# The listing continues.
# Value order: Epigenetic reg	IMPase Li inh	HTT aggregate	KinaseGlo FLuc	NPSR antagonist	CBFb-RUNX1 inh	L3MBTL1 inh
Cc1cc(C)cc(C(=O)NCC(=O)OCC(=O)N2CCCCC2)c1
 : -1.3%	5%	7%	3%	15%	9%	nt
CC(=O)N1c2c(cc(Br)cc2S(=O)(=O)Nc2c(C)n(C)n(-c3ccccc3)c2=O)CC1C (configuration not stated)
 : 2.6%	4%	21%	0%	6%	3%	nt
COc1ccc(NC(=O)c2cccs2)cc1OC
 : 0.0%	19%[38.3 µM]	3%	0%	0%[46.1 µM]	0%	nt
O=C(CCC(=O)c1ccc(F)cc1)Nc1cccc(S(=O)(=O)Nc2cccc(Cl)c2)c1
 : -7.5%	21%	-5%	5%	-22%	1%	32%[activator]
CCOC(=O)C(C(=O)OCC)[C@@H]1CS(=O)(=O)C[C@H]1C(C(=O)OCC)C(=O)OCC
 : -1.0%	31%[38.3 µM]	10%	0%	-4%[46.1 µM]	5%	nt
Cn1c(C(=O)N2CCCC(C(=O)NCCc3ccccc3)C2)cc2sccc21 (configuration not stated)
 : 0.0%	27%[38.3 µM]	?	-2%	-14%[46.1 µM]	-1%	-5%
O=C(O)CSc1nc2ccccc2n1C1CCCCC1
 : 2.6%	0%	1%[9.22 µM]	-6%	27%	-6%	-8%
COc1cc(OC)c(OC)cc1CN1CCCC(C(=O)c2ccc3c(c2)OCO3)C1 (configuration not stated)
 : -1.8%	12%	1%[9.22 µM]	0%	14%	-3%	-21%
COc1ccc(Cc2nn[nH]n2)cc1
 : 0.0%	15%[38.3 µM]	-4%	-1%	11%[46.1 µM]	-3%	nt
O=C(CSc1ccc([N+](=O)[O-])cn1)Nc1ccc(N2CCOCC2)c(Cl)c1
 : 1.1%	32%[activator]	nt	0%	-2%	1%	-4%
CC(C)(C)NC(=O)C(c1c[nH]c2ccccc12)N(C(=O)Cn1nnc(-c2ccc(Cl)cc2)n1)c1ccccc1F (configuration not stated)
 : 1.5%	-5%	-1%	-2%	-34%	-8%	16%
COc1ccc(Br)cc1C1SCCN1S(C)(=O)=O (configuration not stated)
 : 1.9%	9%[38.3 µM]	?	-3%	-10%[46.1 µM]	7%	nt
COCCn1cnnc1SCC(=O)Nc1ccc(Br)cc1F
 : 6.8%	-1%	-5%	-1%	-8%	10%	nt
C=CCN1C(=O)/C(=C/c2ccc(N(C)C)cc2)S/C1=N\c1nnc(CC)s1
 : 13µM*	32%[activator][38.3 µM]	-1%	-6%	0%[46.1 µM]	6%	nt
COc1cccc(/C=N/Nc2ncnc3scc(-c4ccccc4)c23)c1OC
 : 1.8%	16%[38.3 µM]	?	-1%	?	-4%	nt
Cn1nc(-c2ccc(C(=O)NCC3CCCO3)cc2)c2ccccc2c1=O (configuration not stated)
 : 3.7%	nt	-5%	nt	-7%[46.1 µM]	4%	30%[activator]
FC(F)(F)c1nnc(Nc2ccc(Cl)cc2)s1
 : 0.0%	nt	-10%[9.22 µM]	nt	-6%	11%	nt
COc1ccc(-c2cc(C(F)F)n3ncc(C(=O)N4CCc5ccccc5C4)c3n2)cc1
 : 6.7%	-5%	2%[9.22 µM]	0%	-20%	-2%	5%
